West Nile antiviral: West Nile virus antiviral activity, cell-based, CPE readout (AID 1621); West Nile virus-infected cells, CPE inhibition; higher % means a stronger effect; CPE inhibition, % at 10 µM, or IC50 in µM where a hit was titrated; 290,000 tested, 0.02% active; in the data active = a potency from the dose series; inconclusive = CPE inhibition mostly from about 3.7% at the one dose, without a potency; inactive = the rest, 99 in 100 with CPE inhibition below about 2.2%; note: strong numbers were not always called active
Rac1 GTP hydrolysis: MgcRacGAP GTPase-activating activity inhibitors, confirmation, biochemical, ADP Hunter fluorescence; MgcRacGAP-stimulated Rac1 GTP hydrolysis, ADP Hunter fluorescence; higher % means a stronger effect; GST-tagged Rac1 F28L mutant substrate; one-dose inhibition, % at 30 µM; IC50 in µM for titrated hits; 340,000 tested, 0.6% active; AID 624330;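 active = first-screen hits whose inhibition reached a set limit at any dose in the follow-up dose series; inconclusive = inhibition above the set first-screen limit but never retested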;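 note: fluorescence reports GDP produced by GAP-driven GTP hydrolysis; strong numbers were not always called active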
NS5 inhibitors: Dengue-2 NS5 methyltransferase inhibitors, primary screen, biochemical, confirmation dose response (AID 588689); Dengue-2 NS5 methyltransferase capping enzyme assay, biochemical; higher % means a stronger effect; one-dose inhibition, % at 25 µM; IC50 in µM for titrated hits; 340,000 tested, 0.3% active; in the data active = a potency from the dose series; inconclusive = inhibition above about 29% without an active follow-up result
RSV CPE inhibition: RSV antiviral activity via CPE protection, HEp-2 cells, primary 10 µM value included (AID 2391); HEp-2 cells, RSV-induced CPE inhibition; higher % means a stronger effect; CPE inhibition, % at 10 µM, or IC50 in µM where a hit was titrated; 310,000 tested, 0.13% active; in the data active = a potency from the dose series; inconclusive = CPE inhibition mostly from about 23% at the one dose, without a potency; inactive = the rest, 99 in 100 with CPE inhibition below about 21%; note: strong numbers were not always called active
PhoP inhibition: PhoP-dependent GFP reporter repression – Salmonella Typhimurium, primary screen (AID 1863). S. Typhimurium PhoP-regulated promoter GFP reporter, 4 h; higher % means a stronger effect. inhibition, % at 50 µM; hits with a dose series show IC50 in µM. 300,000 tested, 0.16% active;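 active = inhibition over 29.93%, a cutoff 3 SD above the screen mean, later confirmed by dose response; inconclusive = inhibition over 29.93% but no dose response follow-up; inactive = inhibition at most 29.93% or unconfirmed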;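 note: 0% = low Mg2+ inducing control and 100% = high Mg2+ repressing control; strong numbers were not always called active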
GPR35 antagonists: inhibition of zaprinast-stimulated GPR35 beta-arrestin translocation – imaging, U2OS, beta-arrestin-GFP, zaprinast agonist, primary screen (AID 2058); inhibition, % at 10 µM, or IC50 in µM where a hit was titrated; U2OS GPR35 beta-arrestin-GFP translocation imaging, zaprinast antagonism; higher % means a stronger effect; 290,000 tested, 0.052% active;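 active = inhibition of at least 50% with at least 30 cells and total cytoplasm GFP at most 10,000,000; inconclusive = under 30 cells or total GFP of 10,000,000 plus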
SV40 large T antigen: TAg ATPase/helicase activity blockers – biochemical (AID 1903). SV40 large T antigen ATPase/helicase inhibition assay; higher % means a stronger effect. one-dose inhibition, % at 20 µM; IC50 in µM for titrated hits. 310,000 tested, 0.39% active; in the data active = a potency from the dose series; inconclusive = inhibition mostly from about 32% at the one dose, without a potency; inactive = the rest, 99 in 100 with inhibition below about 32%; note: strong numbers were not always called active
CSM14.1 death rescue: protection against thapsigargin-triggered cell killing – 384-well, CSM14.1, ATP luminescence, primary screen (AID 1222); CSM14.1 thapsigargin-induced death rescue, ATP luminescence; higher % means a stronger effect; one-dose cellular ATP content (survival), % at 20 µM; EC50 in µM for titrated hits; 190,000 tested, under 10 active;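 active = EC50 below 50 µM in the dose-response confirmation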;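 note: death triggered by thapsigargin at about 15 µM added after 2 h compound pretreatment; cell ATP read after overnight thapsigargin exposure of roughly 18 to 22 hours; normalized against plate controls of thapsigargin alone and 5% DMSO vehicle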
LYP phosphatase: PTPN22 lymphoid phosphatase activity blockers – biochemical, fluorescence intensity, uHTS (AID 1779). recombinant LYP phosphatase, fluorescence intensity; higher % means a stronger effect. inhibition, % at 11.5 µM, or IC50 in µM where a hit was titrated. 290,000 tested, 0.054% active; in the data active = inhibition above about 50%;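 note: plate controls were vehicle with enzyme for no effect and no enzyme for full effect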
NS5 inhibitors pilot replicate: further read-out of NS5 inhibitors, marked with its call; inhibition, %; measured here: pilot screen replicate inhibition
Starred values were filed as active, the others as inactive; ? = inconclusive; . = not tested or not shown.

SMILES	West Nile antiviral	Rac1 GTP hydrolysis	NS5 inhibitors	RSV CPE inhibition	PhoP inhibition	GPR35 antagonists	SV40 large T antigen	CSM14.1 death rescue	LYP phosphatase	others
COc1ccc2nc(C(C)O)[nH]c2c1 (stereo not drawn)	-0.2%	2.0%	-5.2%	-0.2%	-6.3%	-2.9%	3.1%	-2.8%	-3.9%
CC1(C)Cc2c(cnn2-c2ccc(F)cc2)C(NC(=O)C2CCC2)C1 (stereo not drawn)	-0.6%	2.1%	-6.4%	0.2%	8.9%	24.7%	2.1%	.	-1.9%
CCOC(=O)N1CCN(C(=O)c2c(Cl)cnn2C)CC1	-0.3%	7.2%	-2.9%	1.0%	-0.4%	-3.2%	13.9%	.	-3.6%
CC(=O)Nc1ccc(-c2nn[nH]n2)cc1	0.0%	12.3%	-12.7%	2.0%	0.8%	6.7%	2.4%	.	-4.4%
CCN(CC)S(=O)(=O)c1ccc(NC(=O)CC(NC(C)=O)c2ccccc2)cc1 (stereo not drawn)	1.0%	-2.5%	-1.5%	1.3%	-7.2%	1.5%	1.0%	4.1%	-6.3%
Cc1ccc(-n2nc(-c3ccc(N)cc3)cc2N)cc1	0.2%	13.1%	0.7%	2.1%	41.7%	-3.2%	14.7%	.	-4.1%
CNC(=O)c1c(NC(=O)c2ccc(S(=O)(=O)N3CC(C)OC(C)C3)cc2)sc2c1CCN(C(C)C)C2 (stereo not drawn)	-0.3%	11.2%	-13.0%	0.9%	-3.5%	7.7%	27.0%	.	-4.4%
COc1ccccc1N1CCN(C(=S)NC(=O)/C=C/c2ccc(F)cc2)CC1	-0.5%	.	.	6.8%	-6.0%	6.8%	12.0%	.	5.4%
COc1cc(/C=N/N=C(N)N)ccc1OCc1ccc(Cl)cc1	-2.2%	18.5%	-11.8%	-2.3%	2.4%	-24.2%	6.1%	-3.9%	0.6%
COc1cc2nc(CN3CCC(C(O)(c4ccccc4)c4ccccc4)CC3)[nH]c(=O)c2cc1OC	-0.2%	3.7%	7.4%	1.8%	-10.1%	2.8%	3.4%	1.2%	3.4%
CCOC(=O)CNc1nc(Cl)nc(Nc2ccc(OC)cc2OC)n1	-0.6%	-2.0%	-2.9%	0.6%	6.5%	-5.1%	-0.1%	.	-8.2%
O=[N+]([O-])c1ccc(N2CCN(S(=O)(=O)c3ccccc3)CC2)cc1	-0.5%	5.2%	-7.9%	1.4%	8.3%	-7.2%	2.0%	.	-1.4%	NS5 inhibitors pilot replicate=-5.8
Cc1ccccc1C(=O)NCCCCc1ccccc1	-0.8%	8.1%	-10.8%	2.9%	-4.1%	5.7%	16.1%	-4.5%	-9.3%
CCN(CC)S(=O)(=O)c1ccc(OC)nc1	0.9%	3.5%	-3.2%	0.0%	9.5%	24.7%	-5.2%	-1.7%	-0.4%
CCOCCCNC(=O)CCc1nnc2ccc(N3CCCCC3)nn12	-0.7%	3.8%	-3.4%	1.1%	13.1%	3.3%	8.9%	.	-9.8%
Cc1ccc(NC(=O)C2CC(=O)n3ncnc3N2)cc1C (stereo not drawn)	-0.3%	2.5%	-5.9%	1.5%	2.6%	2.6%	3.7%	0.2%	-7.7%
COc1ccc(CNC(=O)C2CCC(=O)N(CCCN3CCCC3=O)C2)c(OC)c1 (stereo not drawn)	-0.1%	6.2%	-9.8%	.	-0.2%	31.8%	5.4%	.	-7.0%
COc1ccccc1C(=O)Nc1cc2cc(Br)ccc2oc1=O	.	7.7%	-0.8%	4.7%	-7.4%	5.9%	-0.2%	-0.4%	-8.9%
CN(C)S(=O)(=O)c1cccc(NC(=O)c2cc(=O)[nH]c3ccccc23)c1	0.7%	3.0%	.	1.4%	-7.2%	-10.0%	6.0%	-0.3%	-1.3%
Cc1occc1-c1nnc(SCC(=O)NCc2cccs2)n1-c1ccc(F)cc1	-0.4%	4.0%	-6.6%	1.8%	8.5%	14.1%	11.0%	-0.6%	0.4%
O=Cc1ccc(-c2cc(Cl)ccc2Cl)[nH]1	-0.4%	12.0%	8.2%	5.6%	2.8%	-8.9%	-4.0%	1.2%	7.5%
COc1ccc([C@@H]2[C@@H]3C(=O)N(C(C)(C)C)C(=O)[C@@H]3[C@]3(C)C(=O)N(c4cccc(Br)c4)C(=O)N23)cc1	-1.4%	7.0%	1.6%	10.9%	8.8%	-13.5%	1.8%	.	-4.9%
Cc1[nH]c2ccc(F)cc2c(=O)c1SC(F)(F)C(F)F	0.0%	2.2%	-5.9%	2.2%	0.3%	3.0%	-0.1%	3.9%	-7.5%
Nc1cc(=O)[nH]c(SCC(=O)c2ccc(F)cc2)n1	-0.6%	6.1%	-7.5%	4.2%	15.1%	13.0%	4.6%	.	-4.9%
Cc1ccc(N(C)C(=O)c2ccc3c(Cl)c4c(nc3c2)CCC4)cc1C	0.0%	-8.6%	-6.9%	18.9%	1.1%	-8.5%	9.1%	3.1%	3.6%

Part of the list above in order of SMILES length, smallest number first:
SMILES	West Nile antiviral	Rac1 GTP hydrolysis	NS5 inhibitors	RSV CPE inhibition	PhoP inhibition	GPR35 antagonists	SV40 large T antigen	CSM14.1 death rescue	LYP phosphatase	others
CCN(CC)S(=O)(=O)c1ccc(OC)nc1	0.9%	3.5%	-3.2%	0.0%	9.5%	24.7%	-5.2%	-1.7%	-0.4%
Cc1ccc(-n2nc(-c3ccc(N)cc3)cc2N)cc1	0.2%	13.1%	0.7%	2.1%	41.7%	-3.2%	14.7%	.	-4.1%
CCOC(=O)N1CCN(C(=O)c2c(Cl)cnn2C)CC1	-0.3%	7.2%	-2.9%	1.0%	-0.4%	-3.2%	13.9%	.	-3.6%
Nc1cc(=O)[nH]c(SCC(=O)c2ccc(F)cc2)n1	-0.6%	6.1%	-7.5%	4.2%	15.1%	13.0%	4.6%	.	-4.9%
COc1ccccc1N1CCN(C(=S)NC(=O)/C=C/c2ccc(F)cc2)CC1	-0.5%	.	.	6.8%	-6.0%	6.8%	12.0%	.	5.4%
COc1ccc(CNC(=O)C2CCC(=O)N(CCCN3CCCC3=O)C2)c(OC)c1 (stereo not drawn)	-0.1%	6.2%	-9.8%	.	-0.2%	31.8%	5.4%	.	-7.0%
CN(C)S(=O)(=O)c1cccc(NC(=O)c2cc(=O)[nH]c3ccccc23)c1	0.7%	3.0%	.	1.4%	-7.2%	-10.0%	6.0%	-0.3%	-1.3%
COc1ccc([C@@H]2[C@@H]3C(=O)N(C(C)(C)C)C(=O)[C@@H]3[C@]3(C)C(=O)N(c4cccc(Br)c4)C(=O)N23)cc1	-1.4%	7.0%	1.6%	10.9%	8.8%	-13.5%	1.8%	.	-4.9%

Going on with the list:
SMILES	West Nile antiviral	Rac1 GTP hydrolysis	NS5 inhibitors	RSV CPE inhibition	PhoP inhibition	GPR35 antagonists	SV40 large T antigen	CSM14.1 death rescue	LYP phosphatase	others
C#CCOCCOCCOCCNc1nc(N2CCOCC2)nc(N2CCN(C(=O)[C@H](Cc3ccc(O)cc3)n3cc([C@@H](N)CC(C)C)nn3)CC2)n1	0.4%	5.0%	-4.0%	-0.5%	-5.4%	-2.6%	9.1%	-1.9%	-9.4%
COc1ccc(OC)c(N(CC(=O)NCc2ccccn2)S(C)(=O)=O)c1	-0.3%	2.7%	-4.8%	1.3%	-18.4%	18.9%	5.8%	0.4%	-7.4%
O=C(CN1CCN(c2ncccn2)CC1)N1CCCc2c1c(=O)oc1ccc(O)cc21	0.9%	5.4%	-4.2%	0.0%	5.4%	11.6%	3.0%	0.2%	-1.7%
COc1cc(OC)c2c(=O)c(OC)c(-c3ccc(OC)c(OC)c3)oc2c1	0.2%	-7.3%	-11.9%	.	-4.7%	-13.5%	3.3%	-0.3%	-8.5%
Cc1ccc2[nH]c(=O)c(CN(CCc3ccccc3)C(=O)N3CCOCC3)cc2c1	-0.1%	4.8%	4.8%	0.8%	-11.9%	-9.8%	9.0%	-1.2%	-3.5%
CCOC(=O)C(NC(=O)Nc1ccc(O)cc1)(c1ccccc1)C(F)(F)F (stereo not drawn)	-0.2%	14.1%	1.5%	1.2%	-12.1%	-7.3%	1.1%	-1.6%	-7.0%
O=Cc1ccc(OCc2ccc3ccccc3c2)cc1	0.4%	6.5%	.	?	1.3%	-9.6%	-14.7%	.	-5.8%
O=C(CNC(=O)c1ccc2ccccc2c1)NCc1ccccc1F	-0.3%	4.9%	0.3%	0.9%	-5.1%	-0.7%	12.5%	.	-5.2%
COc1ccc(CCNc2nc(N3CCCCC3)nc(N3CCCCC3)n2)cc1OC	0.8%	-0.6%	0.0%	19.5%	-3.1%	5.5%	0.0%	2.0%	-0.8%
Cc1cc(Cl)ccc1OCC(=O)N1CCN(c2ncccn2)CC1	-0.9%	5.7%	-10.3%	2.5%	-2.3%	-4.4%	10.9%	-0.6%	-8.3%
CC(C)C(=O)Nc1cccc(NC(=S)NC(=O)c2ccc([N+](=O)[O-])cc2)c1	0.5%	7.5%	-6.8%	1.1%	-4.1%	9.4%	-3.3%	2.4%	-1.2%
COc1cc(/C=C/C(=O)C2C(=O)C=C(C)OC2=O)cc(OC)c1O (stereo not drawn)	-0.5%	23.4%	-13.8%	?	-9.1%	-6.4%	34.2%	-3.1%	-3.8%
Cc1cccc(C)c1Nc1nnc(SCC(=O)Nc2sccc2C#N)s1	-1.6%	-0.1%	-22.5%	9.8%	41.5%	-0.6%	7.9%	-2.3%	5.7%
COC(=O)[C@@]12CCCCN1[C@H](c1ccc(-c3ccc(OC)cc3)c(OC)c1)[C@@H]1C(=O)N(C)C(=O)[C@@H]12	.	6.5%	-7.9%	6.9%	.	.	11.8%	.	.
Nc1nnc(SCC(=O)NC23CC4CC(CC(C4)C2)C3)s1	-0.9%	0.4%	-5.5%	0.6%	-2.5%	5.3%	6.9%	-0.7%	-5.1%	NS5 inhibitors pilot replicate=-6.4
CC(CN1CCC(n2nccc2NC(=O)CCCc2ccccc2)CC1)c1ccccc1 (stereo not drawn)	-0.8%	7.6%	0.7%	4.3%	-2.5%	-6.8%	17.0%	.	-1.2%
O=C(NNC(=O)C12CC3CC(CC(C3)C1)C2)c1ccccn1	?	3.3%	-3.9%	1.8%	-11.7%	-6.7%	22.8%	.	-5.3%
N#CCSc1nnc(COc2ccc3ccccc3c2)o1	0.3%	6.2%	-3.9%	0.2%	9.1%	9.0%	-0.3%	2.0%	-6.7%
O=C(NCSc1ccnc(SCNC(=O)c2ccc(F)cc2)n1)c1ccc(F)cc1	-0.1%	8.3%	-3.2%	-0.9%	-4.9%	14.6%	27.5%	-2.0%	5.1%
C/C(=N\NC(=O)c1cccc(S(=O)(=O)N2CCCC2)c1)c1ccc(F)cc1	.	4.7%	0.7%	2.8%	12.5%	.	10.3%	.	.

Screening results as filed in PubChem.
